TSHR antagonist – blocks TSH signaling through the human TSH receptor | hit rate 0.2% among 330,000 | P16473 | TSHR-expressing cells, TSH-stimulated cAMP HTRF, 2 h; hits give low values | activity change, negative = inhibition, % at 11.5 µM;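 active means activity change below a set negative limit, meaning inhibition stronger than a set level, cut at about -70% in these data; inconclusive means activity change between two set negative limits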; further: on the % scale 0 is the no-effect control and ±100 the full control effect
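Inhibition of cAMP made by TSHR-expressing cells under TSH stimulation (4nM final, EC80; 2 h, 37 deg C) is quantified with a one-step lysis HTRF kit, anti-cAMP cryptate versus cAMP-d2.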
A-T KAP1 phos – potential ataxia-telangiectasia treatment. hit rate 0.19% among 320,000. AID 485349. […] A-T fibroblasts, KAP-1 phosphorylation AlphaLISA; neocarzinostatin DNA damage 30 min before lysis. Potency, µM (titrated, usually from 57.5 µM), for the others: at the highest dose activation, hits mostly activators; further: potency means the concentration at half of the fitted maximal effect; % of control where 0% means no effect; nearly all actives have a fitted effect of over 45% in size
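ATM-like activity read as KAP-1 phosphorylation via AlphaLISA donor/acceptor antibody pairs after lysis and 6 hr at 25C. Cells were ATM-null patient fibroblasts ([…], hTERT), dosed 60 min, then exposed to the DSB inducer NCS for 30 min.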
FBPA coupling cs – inhibits coupling enzyme system, counter-screen for aldolase hits. coupling enzyme system counterscreen, AmpLite Red fluorescence. activity change, negative = inhibition, % at 58.2 µM, hits read low. hit rate 0.67% among 290,000; in the data active means activity change below about -30%; further: on the % scale 0 is the no-effect control and ±100 the full control effect
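Compounds tested against the coupling enzymes alone at 57.5 uM final; readout was AmpLite Red fluorescence (525/598 nm) after 20 min at RT.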
BCR signal inh – chronic active BCR signaling inhibition; hit rate 0.05% among 340,000; Potency, µM (top dose mostly 46.1 µM), inactives show at the highest dose ratio change, negative = lower green/red ratio, actives largely listed as inhibitors; ABC-DLBCL IkBa-CBG/CBR reporter, luminescence ratio, 4 h; AID 493014; active means well fitted inhibition curve with a large enough effect in the signal ratio, with a control signal flat, not every such curve was filed as active; inconclusive means small, poorly fitted or top-dose-only effect, or effect the other way, or a change in a side signal; the % refers to the signal ratio;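 further: potency means the concentration at half of the fitted maximal effect; plate controls were basal doxycycline-induced cells for no effect and cells given 10 µM MG132 for full effect; MG132 reads +100%, hits lower the ratio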
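Cell line TMD8 (human ABC DLBCL), stably expressing tet-inducible CBG68-IkBa fusion and CBR; IMDM/0.5% FBS; cpd up to 46 uM; dox induction, 4 h, 37C/5% CO2; dual luminescence; green/red ratio; MG132 control.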
CXXC DNA block – MLL CXXC-DNA interaction inhibition; Q03164; MLL-CXXC / FITC-HOXA9 DNA fluorescence polarization; Potency, µM (series often up to 115 µM), inactives show top-dose activity change, negative = inhibition, most hits filed as inhibitors; hit rate 0.037% among 290,000; AID 2662; active means well fitted inhibition curve with a large enough effect in the polarisation, with a control signal flat, not every such curve was filed as active; inconclusive means small, poorly fitted or top-dose-only effect, or effect the other way, or a change in a side signal; inactive means no such curve, though single readings can be large or run the other way; the % refers to the polarisation; further: potency means the concentration at half of the fitted maximal effect
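Fluorescence polarization: 7 uM MLL-CXXC (stock) preincubated 5 min with compounds, then 50 nM fluorescein-HOX-A9 DNA (stock) added; 30 min ambient. Buffer 50 mM Tris-HCl pH 7.5, 50 mM NaCl, 1 mM DTT, 0.05% BSA.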
GALK inhibitor – blocks human galactokinase activity | Purified GALK, Kinase-Glo residual ATP luminescence | AID 1868 | Potency, µM (series often up to 57.5 µM), without a hit: at the highest dose activity change, negative = inhibition, hits mostly inhibitors | hit rate 0.007% among 270,000 | P51570; further: potency means the concentration at half of the fitted maximal effect; on the % scale 0 is the no-effect control and ±100 the full control effect
Target sequence (P51570 whole entry, looked up): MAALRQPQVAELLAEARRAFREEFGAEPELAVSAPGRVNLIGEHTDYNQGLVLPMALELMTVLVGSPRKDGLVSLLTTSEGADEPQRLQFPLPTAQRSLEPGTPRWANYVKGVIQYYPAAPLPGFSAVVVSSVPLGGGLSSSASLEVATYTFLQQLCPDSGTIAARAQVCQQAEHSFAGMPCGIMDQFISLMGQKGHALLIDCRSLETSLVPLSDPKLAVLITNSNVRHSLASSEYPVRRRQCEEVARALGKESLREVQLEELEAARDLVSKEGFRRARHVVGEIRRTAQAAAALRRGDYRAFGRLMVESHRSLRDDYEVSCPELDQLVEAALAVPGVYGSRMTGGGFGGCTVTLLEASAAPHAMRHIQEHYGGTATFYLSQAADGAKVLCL
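Compounds were pin-transferred into ATP buffer (35 uM final), then GALK plus galactose (5 nM, 100 uM final) was added. After 1 h at room temperature, Kinase-Glo Plus was added and luminescence read after 10 min.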
Giardia killer – Giardia lamblia killing; hit rate 0.15% among 340,000; Giardia lamblia trophozoite viability; activity change, % at 7.66 µM, hits read low; in the data active means activity change below about -80%; inconclusive means between about -30% and that limit;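 further: parasites exposed to compound for two days anaerobically before the ATP read; on the % scale 0 is the no-effect control and ±100 the full control effect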
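Giardia trophozoites, 100 cells per well, were exposed to compounds for 48 hrs at 37 deg C under anaerobic conditions; viability was then read as ATP content by bioluminescence after 15-30 min at room temperature.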
hERG WT inh – blocks the wildtype human KCNH2 potassium channel | U2OS, BacMam KCNH2, thallium flux FluxOr; hits give low values | activity change, % at 1.84 µM | hit rate 0.37% among 340,000 | AID 720551;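 active means maximum activity change below -70%; inconclusive means maximum activity change between -70% and -50%; inactive means maximum activity change above -50%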; further: on the % scale 0 is the no-effect control and ±100 the full control effect
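U2OS cells transduced with wild-type KCNH2 virus are loaded with FluxOr dye for 45 min, and thallium flux is measured in kinetic reads before and after stimulation buffer. Rate constants are normalized to DMSO controls.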
TCR act – activates T cell receptor signaling; primary human leukocytes, anti-CD3, IL-2 HTRF, 48 h; Potency, µM (titrated, usually from 9.22 µM), inactives show at the highest dose activation of IL-2 secretion, usual class: activators; 330,000 tested, under 10 active; further: % of control where 0% means no effect
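Primary human leukocytes were stimulated with a-CD3 beads plus compounds for 48 hr without co-stimulation; secreted IL-2 was quantified by HTRF using a-IL-2-K (europium cryptate) and a-IL-2-d2, excited at 320nm with acceptor emission read at 665nm.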
Tb PFK inh – inhibitors of T. brucei phosphofructokinase; O15648; T. brucei PFK, ADP-Glo luminescence; Potency, µM (highest dose often 57.5 µM), inactives show top-dose activity, negative = inhibition, actives largely listed as inhibitors; hit rate 0.17% among 330,000;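 further: potency means the concentration at half of the fitted maximal effect; 0% = uninhibited 1x PFK enzyme wells and -100% = no-enzyme wells; nearly all actives have a fitted effect of over 60% in size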
Target sequence (O15648 whole entry, looked up): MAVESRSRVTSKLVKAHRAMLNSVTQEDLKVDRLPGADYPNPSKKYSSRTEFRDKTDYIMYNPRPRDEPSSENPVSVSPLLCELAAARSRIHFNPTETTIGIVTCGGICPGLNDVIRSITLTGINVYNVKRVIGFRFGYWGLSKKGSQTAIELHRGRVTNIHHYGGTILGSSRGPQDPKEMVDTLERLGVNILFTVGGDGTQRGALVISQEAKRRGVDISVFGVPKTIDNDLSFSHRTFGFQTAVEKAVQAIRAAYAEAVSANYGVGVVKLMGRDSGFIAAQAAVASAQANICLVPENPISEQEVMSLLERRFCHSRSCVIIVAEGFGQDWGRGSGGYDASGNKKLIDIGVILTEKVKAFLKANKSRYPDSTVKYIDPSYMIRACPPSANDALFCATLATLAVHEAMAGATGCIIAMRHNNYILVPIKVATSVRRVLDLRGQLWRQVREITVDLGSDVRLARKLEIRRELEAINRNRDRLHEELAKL
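1.25 nM PFK with 0.5 mM F6P and 0.1 mM ATP in 0.1 M TEA pH 8.0, 5 mM MgCl2, incubated 45 min at room temperature; ADP measured by ADP-Glo luminescence; compounds titrated up to 57 uM.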
An asterisk follows results filed as active; ? = inconclusive; . = not tested or not shown; & = joins results of further samples; ! = repeats disagree; [ ] = dose if it differs, or a comment. Unless noted, the call rests on the fitted dose curve; in most records, active means well fitted curve in the direction sought with a large enough effect; inconclusive means small, poorly fitted or top-dose-only effect, or another doubt; inactive means no such curve, though single readings can be large; an effect the other way counts as inactive or inconclusive. Outcome played no part in choosing rows, and some 1.6% of all compounds hit somewhere here.

SMILES	TSHR antagonist	A-T KAP1 phos	FBPA coupling cs	BCR signal inh	CXXC DNA block	GALK inhibitor	Giardia killer	hERG WT inh	TCR act	Tb PFK inh
N/C(CSc1nc(-c2ccccc2)c(-c2ccccc2)o1)=N\O	-5	2%	-2	1%	-3%	0%	9	-10	-3%	2%
CC1CCC(NC(=O)C2CC(=O)N(c3ccc4c(c3)OCCO4)C2)CC1 (stereo not drawn)	4	-4%	-1	-1%	?	15%	6	-2	-2%	-1%
c1ccc2c(c1)CCCN2c1nc2ccccc2n2cnnc12	-4	21%	-7	-1%	56%[activator]	2%	20	4	-5%	-3%
CC[C@@]1(C(=O)OC)N[C@H](CN(C)C(=O)Nc2ccc(C)cc2)[C@@H]2C(=O)N(Cc3ccccc3)C(=O)[C@@H]21	-1	-16%	.	3%	.	.	1	-1	1%	-7%
COc1ccc(CNC(=O)c2ccc(SC)cc2OC)cc1	-8	-5%	-1	4%	11%	2%	9	1	-1%[46.1 µM]	0%
CCC(C)N1CCCC1C(=O)Nc1c(C)cc(C)cc1C (stereo not drawn)	4	-2%	-1	0%	-3%	-1%	-21	5	8%[46.1 µM]	-5%
COc1ccc(CCN2CC(C(=O)OCC(=O)Nc3c(C)nn(-c4ccccc4)c3C)CC2=O)cc1OC (stereo not drawn)	-9	-6%	.	0%	.	.	9	-9	7%	-2%
O=C(O)CC(NC(=O)C1c2ccccc2Oc2ccccc21)c1ccc(Cl)cc1 (stereo not drawn)	0	0%	17	?	-5%	0%	5	1	-3%[46.1 µM]	0%
Nc1nonc1-n1nnc(C(=O)N/N=C/c2cccs2)c1-c1ccc2c(c1)OCO2	1	-25%	.	3%	10%	-10%	-11	-5	-16%	-3%
O=C(NNc1nc2cc3c(cc2s1)OCCO3)c1ccccc1	-7	-1%	1	0%	-2%	2%	14	-2	1%	0%
O=S(=O)(c1ccc(Cl)c(C(F)(F)F)c1)N1CCN(c2ccccn2)CC1	-2	6%	-13	1%	-2%	9%	25	4	-2%	2%
O=C(NCc1nc2ccccc2[nH]1)C1=C[C@@H](C2CC2)C[C@@H](OCc2ccc(CO)cc2)O1	7	-12%	-7	-17%	?	1%	-12	0	-1%	-3%
COc1ccc(C(c2nnnn2C(C)(C)C)N2CCN(C(=O)c3ccco3)CC2)cc1 (stereo not drawn)	18	13%	1	-1%	?	-1%	0	0	-25%	-6%
C=Cc1c(C)c2cc3[nH]c(cc4nc(cc5nc(cc1[nH]2)C(C)=C5CCC(=O)O)C(CCC(=O)O)=C4C)c(C)c3C=C	-6&2	32µM*	-14	?	20µM*!	.	17&-3	3&-2	13%&30%	?
O=[N+]([O-])c1cccnc1Sc1n[nH]c(-c2ccc(Cl)cc2)n1	13	7%	-2	?	3%	3%	0	-5	1%	0%
COc1ccc2c(CC(=O)OCC(=O)Nc3ccc(C)cc3)coc2c1	-14	2%	.	?	.	.	4	-16	4%	?
O=C(CSc1ccc2nnc(-c3cccc(F)c3)n2n1)NCc1ccco1	-1	-1%	1	0%	4%	-4%	-9	-8	6%	?
CCOC(=O)CSc1nnc(Cc2ccccc2)n1-c1ccc(C)cc1	11	.	4	13%	2%	-3%	2	1	-4%[46.1 µM]	-1%
CCCCCN(C(=O)CN1CCC(Cc2ccccc2)CC1)c1c(N)n(CCCC)c(=O)[nH]c1=O	26	0%	0	4%	37%[activator]	-1%	21	?	-8%	0%
Cn1c(CN2CCOCC2)nnc1SCC(=O)Nc1ccc2c(c1)OCCO2	-6	8%	0	1%	1%	-1%	13	-9	6%	-4%
COc1ccc(Cl)cc1NC(=O)[C@@H]1CCCN1C(=O)c1cccs1	14	1%	0	-7%	2%	2%	0	-2	-4%[46.1 µM]	-2%
CC(C)CN1C(=O)NC2(CCCc3ccccc32)C1=O (stereo not drawn)	-1	-8%	.	-5%	7%	6%	5	7	2%	0%
COc1cc2c3nnc(-c4ccc(F)cc4)c-3cn(Cc3ccccc3)c2cc1OC	-12	4%	0	?	?	-1%	-28	-8	-1%	9%
CC(=O)c1ccc(-n2c(CCC(=O)O)ccc2-c2cccs2)cc1	27	2%	20	6%	-6%	-1%	10	1	-2%	?
CC(C)Nc1ncnc2ccc(Br)cc12	7	-2%	-1	?	3%	.	-4	0	0%[46.1 µM]	-9%
C/C(CC(=O)N1CCN(C=O)CC1)=N\NC(=O)c1ccc(Cl)cc1	2	-1%[11.5 µM]	3	?	-5%	-2%	18	6	-113%	2%
Cc1ccc(CCCOC(=O)C[N+]2(C)CCCCC2)cc1	21	-1%	3	8%	-16%	6%	5	-2	1%	0%
C[C@H](NC(=O)c1nc[nH]c1C(=O)N1CCN(C(=O)OC(C)(C)C)CC1)C(=O)OCc1ccccc1	-6	2%	0	-6%	-10%	.	-9	0	4%	1%
COc1ccccc1CNC(=O)C(C)NS(=O)(=O)c1ccccc1 (stereo not drawn)	0	-1%	1	0%	-4%	1%	12	5	7%	0%
O=C(CSc1nnc(-c2ccccc2O)o1)N1CCOCC1	5	-4%	1	-22%	-4%	-2%	-20	1	-1%	4%
CCC1(C)Cc2c(C#N)c(N)n(-c3ccccc3)c(=S)c2CO1 (stereo not drawn)	4	-1%	1	2%	-10%	0%	12	13	-4%	3%
CCn1c(SCC(=O)NCc2ccc3c(c2)OCO3)nnc1-c1cccs1	4	10%	0	?	-2%	1%	-13	1	-9%	-11%
CCCCCCNCCn1cnc2c(N)ncnc21	-4	0%	0	-17%	-2%	-2%	6	31	3%	1%
CCCC(=O)Nc1ccc2c(c1)nc(CN1CCN(C(C)=O)CC1)n2C	-3	10%	2	0%	-4%	.	?	2	0%	-5%
COCCn1nnnc1CN1CCC(C)CC1	-5	-2%	3	?	-2%	-3%	7	-2	-2%[46.1 µM]	0%
CCOc1ccc(S(=O)(=O)N2CCN(c3ccccc3)CC2)c2cccnc12	21	1%	-7	?	-4%	0%	-1	-3	2%	-9%
CCOc1cc(C2NN=C(c3ccccc3)S2)ccc1OCc1ccccc1Cl (stereo not drawn)	-5	2%	4	-6%	4%	.	-17	5	8%	-1%
COc1cccc(C(=O)NCCN2CCOCC2)c1	-1	3%	1	-1%	5%	-4%	13	-23	0%	-5%
O=C(Nc1ccc(Br)cc1)c1csc(-c2ccncc2)n1	4	7%	5	?	-11%	1%	4	-5	0%	?
O=c1oc2c(CN3CCOCC3)c(O)c(Cl)cc2c2c1CCCC2	19	.	-11	8%	-14%	1%	7	2	-3%	-1%
CCOC(=O)[C@H]1[C@H]2COc3ccc(OC)cc3[C@@H]2N2C(=O)c3ccc(F)cc3NC(=O)[C@@]12C	5	3%	.	0%	.	.	-10	-5	1%	0%
Cc1nn(C)cc1/C=C/C(=O)c1cccs1	-6	.	1	?	-2%	0%	?	-7	-5%[46.1 µM]	-1%
Cc1cc(=O)oc2cc(OCC(=O)NCCCN3CCOCC3)ccc12	.	.	2	.	6%	4%	7	8	1%	.
Cc1ccc(C)c(N2CCN(C(=O)CCC(=O)N3CCOc4ccc(Cl)cc43)CC2)c1	-47	15%	0	?	.	.	8	-5	0%	-22%
CS(=O)(=O)N1CCC(C(=O)NCc2ccc(F)cc2)CC1	-1	-1%	-1	3%	-1%	0%	4	.	0%	-3%
CC(OC(=O)c1ccccc1N1C(=O)C2C3CCC(C3)C2C1=O)C(=O)c1ccccc1 (stereo not drawn)	38	.	-1	?	6%	.	-8	40	10%[46.1 µM]	0%
CCCn1ccnc1SC(C)C(=O)Nc1c(C)n(C)n(-c2ccccc2)c1=O (stereo not drawn)	-3	10%	.	0%	.	.	-10	9	0%	-5%
CCN(C(=O)CN1CCN(C)CC1)c1c(N)n(Cc2ccccc2)c(=O)[nH]c1=O	1	-5%	.	0%	.	.	-30	-9	2%	1%
COCC(=O)Nc1cc([N+](=O)[O-])ccc1C	6	-2%	0	-1%	-3%	-1%	-3	-8	4%	-5%
O=c1cc(COn2nnc3ccc(C(F)(F)F)cc32)nc2sccn12	-3	2%	-11	-13%	6%	0%	-7	0	-1%[46.1 µM]	0%
CCN(CC)c1ccc(-c2n[nH]c(=S)n2-c2ccccc2C)cc1	-13	-1%	-3	?	7%	15%	23	8	9%	-4%
COc1ccc(C)cc1NC(=O)CNCc1cccs1	-1	7%	1	?	-1%	-1%	-11	4	-1%	-4%
O=C(NC1CC1)c1cccc(Oc2ccccc2)c1	4	0%	-3	-9%	4%	0%	-17	-3	.	-7%
O=C(CN1CCCCC1)Nc1nc(-c2ccc(F)c(F)c2)cs1	-12	9%	-6	5%	2%	16%	22	1	-9%	-8%

Compound activity (PubChem BioAssay)
